PvdQ acylase: P. aeruginosa PvdQ acylase inhibition; purified PvdQ acylase, fluorescence plate reader; inhibition, % at 10 µM; 340,000 compounds, 0.063% hits; AID 488965; in the data active means inhibition above about 30%, passing the limit was not always enough; inconclusive means no clear call, values can overlap the other calls;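 further: 0% = vehicle neutral wells and 100% = reference inhibitor wells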
dFosB activator: activators of mouse delta FosB homodimer | P13346 | activation, % at 25 µM | 340,000 compounds, 0.99% hits | purified delta FosB, TAMRA-CDK5 oligo fluorescence polarization; percent of positive-control signal above neutral wells;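 active means mean activation above about 17%, with every replicate also reaching it, limit read from the data, passing the limit was not always enough; inconclusive means only one of the two conditions met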;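 further: fluorescence polarization rise as delta FosB binds a TAMRA Cdk5 AP-1 oligo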
SR-BI DiI inh: mouse SR-BI HDL lipid transfer inhibition; Q61009; ldlA[mSR-BI] CHO cells, DiI-HDL uptake fluorescence, 3 h; inhibition, % at 12.5 µM; 320,000 compounds, 0.96% hits;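 active means mean replicate inhibition of at least 70% and a set share of replicates each scoring 70 or more; inconclusive means meets just one of the two criteria; inactive means fails both criteria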;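 further: 0% = median of neutral control wells and 100% = median of positive control wells; values of inactives mirror those of a sister screen read the other way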
CAL PDZ FP-1: blocks peptide binding to the human CAL PDZ domain | purified CAL PDZ, TMR-peptide fluorescence polarization, 1 h | inhibition, % at 24.9 µM | 300,000 compounds, 0.92% hits | AID 602252;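 active means mean inhibition of at least 30% with at least half of replicates also reaching 30%; inconclusive means no clear call, values can overlap the other calls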;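 further: 0% = DMSO neutral control and 100% = excess unlabeled competitor peptide PRC23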
Rtt109 HAT inh: blocks Candida albicans Rtt109/Vps75 acetyltransferase activity | Q5AAJ8 | purified Rtt109/Vps75, ThioGlo CoA-SH fluorescence, 4 h | inhibition, % at 34.9 µM | 330,000 compounds, 0.16% hits | AID 540336;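 active means inhibition of at least 50% in every replicate; inconclusive means best replicate reaches 50% inhibition but some replicates fall short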
PfHsp90 set2: reduces growth (ATP signal) of yeast expressing P. falciparum Hsp90; S. cerevisiae expressing PfHsp90, BacTiter-Glo ATP, 48 h; yeast lacking PDR1 and PDR3 efflux regulators; inhibition, % at 9.4 µM; AID 504621; 310,000 compounds, 0.32% hits;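 active means every replicate shows inhibition above about 80%, whatever the replicate mean, limit read from the data; inconclusive means mean inhibition reaches the set limit but some replicate falls short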;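 further: 0% = DMSO neutral controls and 100% = 20 µM radicicol positive controls; yeast relying on Plasmodium falciparum Hsp90 in place of its own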
MITF TRPM1 HTS: MITF TRPM1 promoter activation in melanoma cells. activation, % at 12.5 µM. 300,000 compounds, 0.75% hits. AID 588334. SK-MEL-5 TRPM1-promoter luciferase, 24 h; % of positive control, neutral wells = 0;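 active means mean activation of at least 80% with every replicate also reaching 80%; inconclusive means mean reaches 80% but some replicate falls short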;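 further: 0% = neutral control wells and 100% = parthenolide positive control wells; values of inactives mirror those of a sister screen read the other way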
SR-BI uptake up: activators of SR-BI mediated HDL lipid uptake; activation, % at 12.5 µM; 320,000 compounds, 0.096% hits; CHO ldlA[mSR-BI] cells, DiI-HDL uptake fluorescence, 3 h; 100 = double the neutral-control signal;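 active means mean replicate activation of at least 60% and every replicate at or above 60%; inconclusive means mean or all-replicate condition met, but not both; inactive means mean below 60% and not all replicates reaching 60%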;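 further: 0% = median plate neutral-control signal and 100% = twice that signal; values of inactives mirror those of a sister screen read the other way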
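Test system: SR-BI-overexpressing, LDLR-lacking CHO cells; Also added: labelled HDL, 10 µg/mL; Measured by: bottom-read cell fluorescence after medium removal, ex 550/em 595 nm; Timing: 3 h uptake period with compound, 37 °C; Buffer or medium: F12, 0.5% BSA, 25 mM HEPES; Doses: single compound concentration, delivered by pin transfer.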
NSD2 HMT inh: NSD2 (human) methyltransferase inhibition | inhibition, % at 12.5 µM | 310,000 compounds, 0.54% hits | NSD2 peptide methylation, AlphaScreen, 120 min; in the data active means inhibition above about 50%
Target sequence (O96028 whole entry, looked up): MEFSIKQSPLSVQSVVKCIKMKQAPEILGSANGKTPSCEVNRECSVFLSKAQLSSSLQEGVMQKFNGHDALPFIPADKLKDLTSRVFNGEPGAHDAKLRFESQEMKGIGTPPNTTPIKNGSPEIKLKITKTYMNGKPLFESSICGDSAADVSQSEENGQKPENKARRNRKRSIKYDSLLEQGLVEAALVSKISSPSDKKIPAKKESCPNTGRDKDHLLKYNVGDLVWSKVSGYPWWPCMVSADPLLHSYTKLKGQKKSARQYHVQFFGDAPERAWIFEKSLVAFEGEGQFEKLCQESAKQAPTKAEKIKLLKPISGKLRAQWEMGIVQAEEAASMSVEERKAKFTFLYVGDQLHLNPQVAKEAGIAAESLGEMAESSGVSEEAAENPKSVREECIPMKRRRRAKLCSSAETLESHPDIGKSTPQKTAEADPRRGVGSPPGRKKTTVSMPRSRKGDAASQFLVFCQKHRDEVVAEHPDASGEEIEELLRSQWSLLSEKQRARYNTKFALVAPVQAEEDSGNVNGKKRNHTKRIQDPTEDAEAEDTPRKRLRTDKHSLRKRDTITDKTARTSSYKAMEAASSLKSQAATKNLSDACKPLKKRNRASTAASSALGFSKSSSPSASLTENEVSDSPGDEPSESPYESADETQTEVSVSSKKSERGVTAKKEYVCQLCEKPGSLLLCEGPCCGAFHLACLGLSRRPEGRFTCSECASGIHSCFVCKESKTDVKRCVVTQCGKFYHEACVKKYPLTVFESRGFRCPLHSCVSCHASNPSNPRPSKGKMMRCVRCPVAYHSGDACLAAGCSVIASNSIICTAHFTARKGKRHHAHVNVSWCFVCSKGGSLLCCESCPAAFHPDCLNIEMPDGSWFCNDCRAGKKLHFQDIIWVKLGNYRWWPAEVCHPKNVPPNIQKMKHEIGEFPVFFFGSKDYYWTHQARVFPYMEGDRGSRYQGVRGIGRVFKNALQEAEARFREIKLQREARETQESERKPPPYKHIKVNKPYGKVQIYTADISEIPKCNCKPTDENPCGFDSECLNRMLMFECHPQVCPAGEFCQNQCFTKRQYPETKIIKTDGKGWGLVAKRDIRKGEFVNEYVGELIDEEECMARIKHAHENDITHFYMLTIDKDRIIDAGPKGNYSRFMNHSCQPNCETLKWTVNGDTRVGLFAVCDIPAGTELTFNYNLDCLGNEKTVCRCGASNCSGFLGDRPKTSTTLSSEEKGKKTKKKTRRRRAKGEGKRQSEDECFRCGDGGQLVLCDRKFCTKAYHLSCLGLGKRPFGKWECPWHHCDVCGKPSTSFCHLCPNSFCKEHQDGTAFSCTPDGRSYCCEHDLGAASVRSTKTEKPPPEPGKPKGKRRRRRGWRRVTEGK
CAL PDZ FP-2: inhibitors of human CAL PDZ peptide binding; Q9HD26; inhibition, % at 20 µM; 330,000 compounds, 0.02% hits; purified CAL PDZ, TMR-peptide fluorescence polarization, 1 h; AID 504414;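 active means highest replicate inhibition of at least 40%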;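 further: plate controls were DMSO neutral control wells for no effect and unlabeled competitor peptide control wells for full effect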
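Assay system – tagged CAL PDZ protein CerCALP, purified · Timing – 1 h at RT · Compound – single point, 20 µM · Measured by – fluorescence polarization from S- and P-plane intensities, G-factor corrected · Evaluation – inhibition from polarization loss · Probe or stimulus – TMR reporter peptide T*-PRC34 · Buffer or medium – pH 7.4 phosphate-saline buffer, reducing agent, detergent, IgG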
Active calls of the source: *; ? = inconclusive; . = no result given.

mol,PvdQ acylase,dFosB activator,SR-BI DiI inh,CAL PDZ FP-1,Rtt109 HAT inh,PfHsp90 set2,MITF TRPM1 HTS,SR-BI uptake up,NSD2 HMT inh,CAL PDZ FP-2
CCOC(=O)c1c(C)nc2sc3c(=O)n(-c4ccc(C(C)=O)cc4)cnc3c2c1-c1ccc(Cl)cc1,-2,-1,40,-6,6,9,-4,-40,-4,-3.0
Cc1nc(SCc2ccc(O)c([N+](=O)[O-])c2)c([N+](=O)[O-])[nH]1,7,-5,.,0,7,-18,-12,.,5,-3.3
Cc1ccc(S(=O)(=O)NNC(=O)CCC(=O)Nc2ccccc2Cl)cc1,-13,-6,-15,-5,-2,4,-13,15,-1,-1.8
CCc1ccc(OCCCCCn2ccnc2)cc1,-9,-3,-12,.,1,13,.,12,4,0.5
CN1CCN(S(=O)(=O)c2ccccc2)CC1,-17,1,-19,-1,-12,30,.,19,1,-3.4
COc1ccccc1NC(=O)NCCCN1CCN(c2cccc(Cl)c2)CC1,0,-3,69,-4,-6,14,-9,-69,.,-1.5
COc1ccc(C(C(=O)NC2CCCCC2)N(C(=O)c2ccco2)c2ccc(-n3cnnn3)c(C)c2)cc1 (configuration not stated),-15,-11,.,-1,1,9,-5,.,0,-1.1
CCOC(=O)C1=C(C)N2C(=C(C#N)[C@@H]1c1ccc(C(=O)OC)cc1)SC[C@@]2(O)C(C)(C)C,-9,-8,25,-1,3,-19,.,-25,-4,-2.6
O=C(O)C1=C[C@H](c2ccc(F)cc2)C[C@H](OCCCCO)O1,-10,3,-26,0,7,13,-8,26,.,3.5
COc1ccccc1/C=C/C(=O)N1CCOCC1,-6,1,2,0,2,26,6,-2,-4,-1.4
COc1cccc(NC(=O)CN(C)C(=O)c2cc3ccccc3cc2OC)c1,15,-13,40,-2,-10,-15,-2,-40,0,-0.3
CCCn1c(=N)c(C(=O)NCC2CCCO2)cc2c(=O)n3cccc(C)c3nc21 (configuration not stated),-10,10,8,-2,-459,-1,14,-8,5,-1.5
O=C(Nc1cccc(C(F)(F)F)c1)C1CCCO1 (configuration not stated),-7,0,-20,-7,-9,28,-6,20,0,0.6
Cc1nn(C(=O)CCC(=O)NCc2ccc(OC(C)C)cc2)c2ccccc12,3,-15,-1,2,-12,0,-6,1,-7,-1.1
O=C(CSc1nc2scc(-c3ccccc3)c2c(=O)[nH]1)N1CCCCC1,-17,-16,-20,-4,2,4,13,20,5,-1.3
COc1ccc(/C=N/OC(=O)Nc2ccccc2)cc1[N+](=O)[O-],4,-3,8,-2,-8,2,46,-8,1,-1.7
CCn1cnc2c1c(=O)n(CC(=O)NN)c(=O)n2Cc1ccccc1,-15,-12,2,-3,0,-2,-2,-2,-5,-0.4
N#CCCn1cc(C(=O)Nc2ccc(C(=O)O)cc2)c(-c2cccc(Br)c2)n1,-9,5,-8,8,6,7,-2,8,0,.
NC(=O)CC(NC(=O)c1ccccc1)c1ccc(N2CCCCCCC2)c([N+](=O)[O-])c1 (configuration not stated),-6,3,-4,0,-2,3,4,4,.,-1.0
COc1ccc2c(c1)c(CC(=O)Nc1ccc(C)cc1)c(C)n2C(=O)c1ccc(Cl)cc1,-7,21*,-3,8,.,2,-3,3,-3,-0.4
Cc1c(C(=O)NCCSCc2ccc(F)cc2)cnn1-c1ccc(Cl)cc1,-12,-17,3,.,4,-15,.,-3,0,-1.2
CSc1nc(N2CCCC2)c2c(c1C#N)CC(C)(C)OC2,-8,-6,51,-4,2,-35,-11,-51,2,-0.7
CCOC(=O)CCN(Cc1sccc1C)S(=O)(=O)c1ccc(F)cc1,-7,-9,-1,-11,-7,1,-4,1,-13,-2.2
CC1(C)COC(c2cccn2Cc2ccc(F)cc2Cl)=N1,-7,-1,5,-2,4,14,1,-5,-11,-0.4
CCCSc1nnc(NC(=O)CCc2ccccc2)s1,0,-4,-9,-7,-3,-22,-8,9,-4,-0.9
O=C(c1cccc(S(=O)(=O)N2CCOCC2)c1)N1CCCC(C(F)(F)F)C1 (configuration not stated),0,-3,-13,-1,-6,5,6,13,0,-2.3
CCN1CCN(Cc2nc3c(c(=O)n(C)c(=O)n3C)n2CC(=O)c2ccccc2)CC1,-11,-7,-1,.,2,-5,.,1,.,-1.9
CC(O)C(=O)N/N=C/c1cccc(Cl)c1Cl (configuration not stated),-11,-2,-9,1,-2,.,.,9,-3,-1.7
Cc1ccc(N(CC(=O)NC2CCCC2)C(=O)CCC(=O)Nc2nc(C)cs2)cc1,8,0,.,-1,5,-11,.,.,-1,-1.7
COc1ccc(S(=O)(=O)N(C)CC(=O)N2CCN(c3ccc(F)cc3)CC2)cc1OC,-18,-9,10,0,-11,.,-12,-10,2,0.4

Brought forward from above: two entries, then new ones.
mol,PvdQ acylase,dFosB activator,SR-BI DiI inh,CAL PDZ FP-1,Rtt109 HAT inh,PfHsp90 set2,MITF TRPM1 HTS,SR-BI uptake up,NSD2 HMT inh,CAL PDZ FP-2
Cc1ccc(N(CC(=O)NC2CCCC2)C(=O)CCC(=O)Nc2nc(C)cs2)cc1,8,0,.,-1,5,-11,.,.,-1,-1.7
COc1ccc(S(=O)(=O)N(C)CC(=O)N2CCN(c3ccc(F)cc3)CC2)cc1OC,-18,-9,10,0,-11,.,-12,-10,2,0.4
CCOCCN(C=O)c1cccc(OC)c1,7,-8,-22,1,26,14,2,22,2,0.2
O=C(O)/C=C/S(=O)(=O)c1ccc2ccccc2c1,-1,3,-14,0,-4,11,-6,14,7,-1.9
CN(C)c1ccc(Sc2nnc(NC(=O)Nc3ccc(Cl)cc3Cl)s2)cc1,-12,-2,-11,-2,-17,8,0,11,1,-1.3
CCCSc1ccc([C@@H]2[C@H]3C(=O)N(C)C(=O)[C@H]3[C@]3(C(=O)OC)CCCN23)cc1OC,-3,-4,8,3,2,18,-4,-8,.,0.4
CC1=C(C(=O)N2CCOCC2)C(c2cccs2)NC(=O)N1 (configuration not stated),-11,-9,14,.,6,20,-2,-14,4,0.3
O=C(Nc1cccc(NC(=O)c2ccccc2[N+](=O)[O-])n1)c1ccccc1[N+](=O)[O-],-13,-2,?,-7,6,4,.,-71,0,-0.3
C/C(=N\N(c1ccccc1)c1ccccc1)c1ccc(N)cc1,-2,-4,33,-1,5,-1,.,-33,-1,1.4
Cc1cc(C)n(CCNC(=O)CC2C(=O)NCCN2Cc2ccc(C)o2)n1 (configuration not stated),6,1,-9,0,-9,16,3,9,-4,-1.1
Cc1ccc(C(=O)N/N=C2\CCc3ccccc32)c(C)c1,5,2,-9,-2,16,-4,57,9,2,-3.4
CCOC(=O)C1CCCN(c2oc(-c3ccc(F)cc3)nc2C#N)C1 (configuration not stated),-9,-14,-15,5,4,1,7,15,-3,-2.2
COc1ccc(O)cc1,-15,-3,14,8,9,9,1,-14,.,-0.3
O=C(C1CC(c2ccccc2O)=NO1)N1CCc2ccccc2C1 (configuration not stated),-4,-6,13,-2,1,11,35,-13,-3,-0.7
CN(Cc1nc(-c2cnccn2)no1)Cc1cccc2ccccc12,-2,0,.,0,-1,-17,-1,.,9,-2.2
COc1cc(C(=O)NCc2cccc(Cl)c2)ccc1OCC(=O)N1CCOCC1,-1,0,4,-3,-6,.,9,-4,-5,-0.7
COC(=O)c1sc(N)c(C(=O)OC)c1Cn1ncc(Cl)c(Cl)c1=O,11,-4,10,4,-8,-9,-10,-10,3,0.9
Cc1ccc(-n2ncc3c(=O)[nH]c(SCC(=O)N4CCCc5ccccc54)nc32)cc1,-5,-25,-35,-1,-8,14,-7,35,-3,-5.2
COc1ccc2cc(-c3cc(C(=O)OCC(=O)Nc4c(C)n(C)n(-c5ccccc5)c4=O)c4ccccc4n3)ccc2c1,2,0,76*,-4,8,-5,11,-76,3,-1.1
CSc1ccccc1NC(=O)CN(Cc1ccccc1)S(C)(=O)=O,-5,3,75*,-1,0,-11,-11,-75,9,-1.2
COC(C[C@@H](O)C[C@@H](O)[C@H](C)OCc1ccccc1)OC,-3,2,-14,-2,11,.,8,14,.,-0.1
CCOC(=O)C1=C(CC)Nc2ccccc2N=C1NC(=O)Nc1ccccc1OC,-15,7,17,-1,0,69,8,-17,-1,-1.7
COc1cccc(/C=N/NC(=O)c2cc3c(OC)ccc(OC)c3[nH]2)c1O,-2,-11,144*,2,-2,-5,-12,-144,-4,1.3
COc1ccc(NC(=S)NCc2ccc3c(c2)OCO3)cc1,3,-6,-1,1,7,-1,-4,1,0,-1.9
O=C(Nc1nnc(-c2ccc3c(c2)CCCC3)o1)C1CCCCC1,2,-6,-21,.,0,-20,.,27,.,-2.1
O=C(NC(=S)Nc1ccccc1)C1CCCCC1,-9,3,3,-1,-7,18,50,-3,0,-1.8
c1ccc(C2CNCc3c2ccc2ccccc32)cc1 (configuration not stated),-17,-6,-14,.,-7,-20,-16,14,8,-0.1
Cc1ccc(C(=O)N2CCCC(C(=O)c3cc(F)ccc3F)C2)s1 (configuration not stated),-13,-3,.,.,-2,-14,2,.,-6,-1.1
C/C(CC(=O)NCc1ccco1)=N\NC(=O)C(c1ccccc1)c1ccccc1,-8,9,0,-4,-17,-16,-7,0,1,.
COc1ccc(NC(=O)NC2(C(=O)N3CCCC3)CCCCC2)cc1,-2,-4,-10,-3,-2,-3,0,10,5,-1.3
O=C(Nc1cccc(-c2nc3ccccc3o2)c1)c1cccnc1,-16,-28,35,-5,-2,.,19,-35,-3,-5.2
CCN(Cc1ccccc1)C(c1ccc(C)cc1)c1nnnn1C(C)(C)CC (configuration not stated),-3,3,-13,1,3,40,-24,13,-2,-0.3
CCCCN1CCNC[C@@H]1Cc1ccccc1,-5,3,-36,1,-12,-19,-1,36,.,-1.2
CCCc1cc(N2CCCC(C(=O)NCC)C2)n2ncnc2n1 (configuration not stated),-2,-5,-21,-2,-5,.,9,21,-2,-3.8
COCC(C)N=C1NN=C(c2cccs2)C(CC(=O)O)S1 (configuration not stated),-2,-6,-3,1,19,21,-8,3,-6,-0.5
COc1ccccc1OCCNC(=O)c1cccs1,3,-5,11,-1,-3,-36,20,-11,0,0.3
